Mito fusion yeast: qHTS Assay for Small Molecule Inhibitors of Mitochondrial Division or Activators of Mitochondrial Fusion | AID 485298, 2010 | S. cerevisiae fusion-defective mutant growth rescue, CellTiterGlo 48 h | Potency, µM (titrated, usually from 46.1 µM), for inactives: at the highest dose growth rescue (activation), usual class: activators | 320,000 tested, 0.23% active;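 also: potency is read from the fitted curve at half-maximal effect; % of control where 0% means no effect; nearly all actives have a fitted effect of over 45% in size; temperature-sensitive fusion mutants such as fzo1-1 at 37 °C on non-fermentable ethanol glycerol medium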
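Read-out: ATP-based luminescence (CellTiterGlo, 10 min ambient) reporting growth of fusion-defective ts yeast after 48 hours at 37C on glycerol/ethanol YPEG medium in the presence of compound.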
KCNH2 WT inh: qHTS for Inhibitors of KCHN2 3.1: Wildtype qHTS. Voltage-gated inwardly rectifying potassium channel KCNH2 (Homo sapiens), Q12809. U2OS, BacMam KCNH2, thallium flux FluxOr; hits give low values. activity change, % at 1.84 µM. 340,000 tested, 0.37% active. AID 720551, 2013;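 active = maximum activity change below -70%; inconclusive = maximum activity change between -70% and -50%; inactive = maximum activity change above -50%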; also: % is scaled to controls: 0 for no effect and ±100 for the full control effect
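U2OS cells were transduced with wild-type KCNH2 virus (2.03 x 10^8 / mL) for 4 h at room temperature, then cultured overnight at 37 C. Thallium flux was read with FluxOr dye. Rate constants were normalized to DMSO controls.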
Eya2 phos inh: qHTS Assay for Inhibitors of the Phosphatase Activity of Eya2; recombinant Eya2, OMFP fluorescence dephosphorylation (OMFP is methylfluorescein phosphate); AID 488837, 2010; 330,000 tested, 0.006% active; Potency, µM (series often up to 76.9 µM), for inactives: at the top dose activity, negative = inhibition, usual class: inhibitors; also: potency is read from the fitted curve at half-maximal effect; % is scaled to controls: 0 for no effect and ±100 for the full control effect
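Eya2 protein (added as 0.2 uM solution) was preincubated with compound for 10 min at ambient temperature in 50 mM HEPES pH 7.5, 50 mM NaCl, 5 uM MgCl2, 0.05% BSA, 1 mM DTT. OMFP (added at 50 uM) then reacted 10 min; fluorescence read at 485/525 nm.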
S-ASM inh: Inhibitors of Secretory Acid Sphingomyelinase (S-ASM): qHTS | Potency, µM (top dose mostly 57.5 µM), for inactives: at the highest dose activity change, negative = inhibition, most hits filed as inhibitors | 340,000 tested, 0.006% active | placental ASM, HMU-PC fluorogenic substrate, 60 min; also: potency is read from the fitted curve at half-maximal effect
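qHTS format. ASM enzyme prepared from human placenta hydrolyses the fluorogenic substrate HMU-PC0 (9 uM final) over 60 min at 37 °C after a 10 min compound preincubation.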
Menin-MLL TR inh: qHTS Assay for Inhibitors Targeting the Menin-MLL Interaction in MLL Related Leukemias: Competition With Texas Red Labeled MLL-derived Mutant Peptide. Potency, µM (highest dose often 61.6 µM), without a hit: at the highest dose FP activity change, negative = inhibition, usual class: inhibitors. 270,000 tested, 0.23% active. AID 1768, 2009. Menin + Texas Red MLL mutant peptide, fluorescence polarization. O00255; active = well fitted inhibition curve with a large enough effect in the polarisation, with a control signal flat, not every such curve was filed as active; inconclusive = small, poorly fitted or top-dose-only effect, or effect the other way, or a change in a side signal; inactive = no such curve, though single readings can be large or run the other way; the % refers to the polarisation; also: potency is read from the fitted curve at half-maximal effect; % of control where 0% means no effect; many of its hits are not listed in these tables
PKM2 act: qHTS Assay for Activators of Human Muscle isoform 2 Pyruvate Kinase | Pyruvate kinase PKM (Homo sapiens), P14618 | purified PKM2, Kinase-Glo ATP luminescence, activation; response scale: 0% is enzyme alone, no compound | Potency, µM (top dose mostly 57.5 µM), without a hit: at the top dose activation, most hits filed as activators | 260,000 tested, 0.34% active | AID 1631, 2009; also: potency is read from the fitted curve at half-maximal effect; % is scaled to controls: 0 for no effect and ±100 for the full control effect; nearly all actives have a fitted effect of over 55% in size
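hPK-M2, >95% pure; 0.1 mM ADP / 0.5 mM PEP final; imidazole pH7.2 buffer w/ 7 mM MgCl2, 50 mM KCl; 1 h RT; Kinase-Glo lum. Intermediate enzyme activity for dual inhibitor/activator qHTS.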
MBNL1-CUG inh: qHTS Assay for Inhibitors of MBNL1-poly(CUG) RNA binding. Muscleblind-like protein 1 (Homo sapiens), Q9NR56. TR-FRET MBNL1-His/biotin-(CUG)12 binding, 665/545 ratio. Potency, µM (doses to about 57.5 µM), for inactives: at the top dose activity change, negative = inhibition, most hits filed as inhibitors. 280,000 tested, 0.036% active; active = well fitted inhibition curve with a large enough effect in the signal ratio, with a control signal flat, not every such curve was filed as active; inconclusive = small, poorly fitted or top-dose-only effect, or effect the other way, or a change in a side signal; inactive = no such curve, though single readings can be large or run the other way; the % refers to the signal ratio; also: potency is read from the fitted curve at half-maximal effect; % is scaled to controls: 0 for no effect and ±100 for the full control effect
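Compound titration spanned 92 nM–58 uM against the MBNL1-His/biotin-(CUG)12 complex. After 60 min at room temperature with 5 nM streptavidin-XL665 and 0.055 ng/ul terbium anti-His, ratiometric 665/545 nm emission (Ex 340 nm) normalized to controls.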
USP2a inh: qHTS Assay for Inhibitors of Ubiquitin-specific Protease USP2a Using CHOP2 as the Reporter | AID 463254, 2010 | 330,000 tested, 0.01% active | USP2 core, Ub-CHOP2 coupled fluorogenic reporter, 485/531 | Ubiquitin carboxyl-terminal hydrolase 2 (Homo sapiens), O75604 | Potency, µM (top dose mostly 38.3 µM), inactives show at the highest dose activity change, negative = inhibition, hits mostly inhibitors;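 also: potency is read from the fitted curve at half-maximal effect; plate controls were DMSO wells for no effect and full inhibition by NEM control for full effect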
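USP2 core (10nM final) preincubated 30min RT with compound in 20mM Tris-HCl pH 8.0, 2mM CaCl2, 2mM beta-mercaptoethanol, 0.05% CHAPS; 25nM Ub-CHOP2 plus 25nM reporter substrate added, fluorescence (Ex485/Em531) read after 60min.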
BCR signal inh: qHTS Assay to Find Inhibitors of Chronic Active B-Cell Receptor Signaling; ABC-DLBCL IkBa-CBG/CBR reporter, luminescence ratio, 4 h; Potency, µM (top dose mostly 46.1 µM), for inactives: at the top dose ratio change, negative = lower green/red ratio, most hits filed as inhibitors; 340,000 tested, 0.05% active; active = well fitted inhibition curve with a large enough effect in the signal ratio, with a control signal flat, not every such curve was filed as active; inconclusive = small, poorly fitted or top-dose-only effect, or effect the other way, or a change in a side signal; the % refers to the signal ratio;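 also: potency is read from the fitted curve at half-maximal effect; plate controls were basal doxycycline-induced cells for no effect and cells given 10 µM MG132 for full effect; MG132 reads +100%, hits lower the ratio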
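TMD8 ABC-DLBCL cells carrying doxycycline-inducible green luciferase fused to IkappaBalpha plus unfused red luciferase were exposed to compounds (up to 46 uM) for 4 hrs at 37C. Activity came from the overlap-corrected green/red luminescence ratio.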
GALK inh: qHTS Assay for Inhibitors of Human Galactokinase (GALK) | P51570 | Purified GALK, Kinase-Glo residual ATP luminescence | Potency, µM (highest dose often 57.5 µM), inactives show top-dose activity change, negative = inhibition, actives largely listed as inhibitors | 270,000 tested, 0.007% active | AID 1868, 2009; also: potency is read from the fitted curve at half-maximal effect; % is scaled to controls: 0 for no effect and ±100 for the full control effect
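Quantitative HTS: GALK 5 nM, ATP 35 uM, galactose 100 uM, 1 h room temperature, then luciferase-based ATP detection.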
TSHR antag: Antagonists of the Thyroid Stimulating Hormone Receptor: HTS campaign. Thyrotropin receptor (Homo sapiens), P16473. 330,000 tested, 0.2% active. AID 504810, 2011. activity change, negative = inhibition, % at 11.5 µM. TSHR-expressing cells, TSH-stimulated cAMP HTRF, 2 h; hits give low values;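 active = activity change below a set negative limit, meaning inhibition stronger than a set level, cut at about -70% in these data; inconclusive = activity change between two set negative limits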; also: % is scaled to controls: 0 for no effect and ±100 for the full control effect
Target sequence (P16473 whole entry, looked up): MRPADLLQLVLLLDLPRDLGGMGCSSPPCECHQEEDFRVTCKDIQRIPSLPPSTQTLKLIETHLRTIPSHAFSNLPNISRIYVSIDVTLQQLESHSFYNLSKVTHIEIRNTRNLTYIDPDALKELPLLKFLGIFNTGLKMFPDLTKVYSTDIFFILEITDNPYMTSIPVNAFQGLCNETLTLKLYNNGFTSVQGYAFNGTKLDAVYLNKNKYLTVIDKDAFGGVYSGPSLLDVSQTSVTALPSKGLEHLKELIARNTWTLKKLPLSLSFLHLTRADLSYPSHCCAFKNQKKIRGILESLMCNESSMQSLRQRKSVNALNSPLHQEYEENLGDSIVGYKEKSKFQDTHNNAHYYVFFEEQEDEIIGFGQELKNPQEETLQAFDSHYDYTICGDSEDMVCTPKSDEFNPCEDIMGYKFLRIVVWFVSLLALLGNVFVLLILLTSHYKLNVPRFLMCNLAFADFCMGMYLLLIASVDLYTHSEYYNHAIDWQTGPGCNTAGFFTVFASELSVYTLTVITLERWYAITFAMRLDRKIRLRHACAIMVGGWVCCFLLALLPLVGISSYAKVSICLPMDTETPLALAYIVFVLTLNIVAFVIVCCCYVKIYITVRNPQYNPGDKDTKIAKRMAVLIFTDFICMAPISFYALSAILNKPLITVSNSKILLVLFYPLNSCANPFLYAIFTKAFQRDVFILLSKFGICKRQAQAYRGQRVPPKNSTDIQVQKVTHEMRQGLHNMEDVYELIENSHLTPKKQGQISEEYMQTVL
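TSHR-expressing cells were treated with compounds, then stimulated with TSH at EC80 (4nM final) for 2 hours at 37 deg C. Cellular cAMP was measured by HTRF competition between lysate cAMP and cAMP-d2 for a cryptate-labelled anti-cAMP antibody.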
Starred values were filed as active, the others as inactive; u = inconclusive; x = no result given; [ ] = another dose, or the depositor's remark. Unless noted, calls follow the shape of the dose curve; as a rule, active = well fitted curve in the direction sought with a large enough effect; inconclusive = small, poorly fitted or top-dose-only effect, or another doubt; inactive = no such curve, though single readings can be large; an effect the other way counts as inactive or inconclusive. This is a subset; rates above refer to the full screens.

SMILES	Mito fusion yeast	KCNH2 WT inh	Eya2 phos inh	S-ASM inh	Menin-MLL TR inh	PKM2 act	MBNL1-CUG inh	USP2a inh	BCR signal inh	GALK inh	TSHR antag
CC(C)CN(C(=O)COC(=O)CCCc1nc2ccccc2s1)c1c(N)n(Cc2ccccc2)c(=O)[nH]c1=O	-5%	-5	13%	-3%	x	x	x	-5%	1%	x	7
COc1ccccc1C(=O)Nc1nnc(-c2ccc(Cl)cc2)o1	24%	9	-13%	3%	x	0%	7%	1%	u	-1%	-12
NC(=O)c1ccc(NC(=O)COc2ccc([N+](=O)[O-])cc2Cl)cc1	2%	45	-3%	-2%	9%	1%	u	3%	0%	10%	0
Cc1ccc(CNC(=O)Cn2cccc2)cc1	-13%	-1	-8%	5%	15%	x	-2%	4%	u	0%	1
O=C(Nc1ccccc1)C1CCN(S(=O)(=O)c2ccc3c(c2)OCCO3)CC1	9%	-9	3%	1%	x	x	x	0%	-6%	x	-5
O=C(COC(=O)c1ccccc1F)Nc1cc(S(=O)(=O)N2CCOCC2)ccc1N1CCCC1	0%	12	-9%	2%	-1%	2%	-3%	1%	-5%	8%	-4
O=[N+]([O-])c1ccccc1S(=O)(=O)N1CCN(Cc2cc3c(cc2O)OCO3)CC1	-4%	0	-2%	-2%	u	-1%	5%	9%	2%	-1%	-5
O=C(COC(=O)c1cnccn1)Nc1ncc(C(F)(F)F)cc1Cl	x	-1	u	9%	x	x	x	-2%	-1%	x	3
CC1(C)Cc2c(sc3nc4n(c(=N)c23)CCCCC4)CO1	-1%	18	11%	0%	8%	-1%	-5%	3%	-2%	5%	0
CCOC(=O)C(NCc1ccccn1)(NC(=O)c1cccnc1)C(F)(F)F (stereo not drawn)	-5%	-7	3%	-2%	10%	-2%	8%	0%	u	-1%	16
Cc1ccccc1C(=O)NNC(=O)/C=C\C(=O)O	-8%	x	-15%	3%	x	11%	2%	2%	u	-4%	-7
S=C(NCCCN1CCOCC1)NC1CC1	3%	6	-12%	-1%	11%	-2%	-3%	0%	6%	-2%	-2
CC1(C)CC(=O)c2cc(NC(=O)c3ccc(F)cc3)c(=O)oc2C1	6%	4	7%	2%	6%	-4%	15%	1%	-1%	1%	-2
O=C(Nc1cccc(C(=O)Nc2ccc(S(=O)(=O)O)c3cc(S(=O)(=O)O)cc(S(=O)(=O)O)c23)c1)Nc1cccc(C(=O)Nc2ccc(S(=O)(=O)O)c3cc(S(=O)(=O)O)cc(S(=O)(=O)O)c23)c1	-28%	x	26%	x	21%	x	u	x	x	x	-15
C/C=C(/C)C(=O)Nc1cccc(C2=NOC3(C2)C[C@H](C(N)=O)N(C(=O)c2ccccc2)C3)c1 (stereo partly drawn)	9%	2	5%	5%	x	-2%	-3%	-11%	-9%	-2%	3
Cc1cc2[nH]c(=O)c(=O)[nH]c2cc1S(=O)(=O)Nc1cccc(C)c1C	18%	1	-2%	-2%	12%	x	-1%	-1%	-5%	8%	5
Cc1ccc(Cn2c(N)c(S(=O)(=O)c3cccs3)c3nc4ccccc4nc32)cc1	-4%	-1	4%	x	u	3%	25%	-10%	1%	-1%	6
COc1ccc(CNC(=O)CNC(c2ccccc2)c2ccccc2)cc1OC	-5%	-6	2%	0%	u	1%	-1%	-1%	-12%	-1%	-8
COc1ccc(/C=N/NC(=O)CNc2n[nH]c(=O)[nH]c2=O)cc1OC	0%	-3	4%	8%	-7%	0%	15%	1%	-4%	0%	-10
COc1ccc(N2CCN(S(=O)(=O)c3ccc(OC)c(C(=O)N4CCCC4)c3)CC2)cc1	-7%	1	2%	3%	-3%	-9%	-10%	2%	-6%	-2%	-1
Cc1ccc2c3c1C1(C(=O)N3C(C)(C)CC2C)C(C#N)=C(N)Oc2cc(O)ccc21 (stereo not drawn)	-5%	-5	2%	-6%	-1%	7%	4%	-1%	1%	0%	7
Cc1ccc2nc(NC(=O)CN3C(=O)NC4(CCCCC4)C3=O)sc2c1	6%	15	5%	-6%	x	x	x	3%	u	x	-4
Cc1ccc(C(=O)Nc2ccccc2C(=O)Nc2ccccn2)cc1Cl	1%	11	-3%	-1%	56%[activator]	-2%[11.5 µM]	0%	0%	7%	8%	8
Cn1ncn2c(=O)c3c(nc12)-c1ccccc1CC31CCCC1	17%	5	0%	117%[activator]	x	-6%	4%	-2%	-26%	-2%	14
Cc1cc(Br)cc(Br)c1OCC(=O)NNC(=O)CCC(=O)NCc1ccccc1	1%	6	6%	1%	x	x	-8%	1%	u	-6%	8
O=C(CSc1n[nH]c(-c2ccccc2O)n1)N1CCCc2ccccc21	13%	4	9%	-7%	-4%	2%	-3%	-1%	3%	-3%	-5
Cc1ccc(CNC(=O)c2ccc(-n3cccc3)cc2)cc1	-5%	4	9%	19%	u	19%	0%	0%	-5%	-3%	6
O=C(NCc1ccco1)C(c1ccccc1F)N(Cc1cccnc1)C(=O)Cn1nnc2ccccc21 (stereo not drawn)	-2%	16	1%	5%	8%	-6%	-3%	3%	1%	4%	0
COc1ccc(NC(=O)c2ccc(Br)o2)c([N+](=O)[O-])c1	-1%	-13	22%	-4%	61%[activator]	-4%	u	4%	18%	3%	2
O=C(Cc1ccc(Cl)c(Cl)c1)Nc1ccc2[nH]c(=O)[nH]c2c1	7%	3	8%	3%	u	5%	x	0%	0%	1%	4
CCOC(=O)/C(=C/C=C1\Sc2cc(C)c(C)cc2N1CC)C(C)=O	9%	-15	u	u	u	2%	u	u	14%	-3%	-2
CC(C)(Oc1ccc(Cl)cc1)C(=O)NC1CC1	4%	17	-2%	1%	x	x	x	-1%	-3%	x	-3

Rewritten with values under each structure: entries from further up
Results follow in this order: Mito fusion yeast	KCNH2 WT inh	Eya2 phos inh	S-ASM inh	Menin-MLL TR inh	PKM2 act	MBNL1-CUG inh	USP2a inh	BCR signal inh	GALK inh	TSHR antag
- Cc1cc(Br)cc(Br)c1OCC(=O)NNC(=O)CCC(=O)NCc1ccccc1
  1%	6	6%	1%	x	x	-8%	1%	u	-6%	8
- CCOC(=O)/C(=C/C=C1\Sc2cc(C)c(C)cc2N1CC)C(C)=O
  9%	-15	u	u	u	2%	u	u	14%	-3%	-2
- O=C(CSc1n[nH]c(-c2ccccc2O)n1)N1CCCc2ccccc21
  13%	4	9%	-7%	-4%	2%	-3%	-1%	3%	-3%	-5
- CC(C)(Oc1ccc(Cl)cc1)C(=O)NC1CC1
  4%	17	-2%	1%	x	x	x	-1%	-3%	x	-3
- O=C(Cc1ccc(Cl)c(Cl)c1)Nc1ccc2[nH]c(=O)[nH]c2c1
  7%	3	8%	3%	u	5%	x	0%	0%	1%	4

Assay outcomes from PubChem BioAssay.
